Bioassay records: PubChem, National Center for Advancing Translational Sciences (NCATS)
L3MBTL1 inh: L3MBTL1 (human) inhibition | Potency, µM (top dose mostly 57.1 µM), for the others: at the highest dose activity, negative = inhibition, actives largely listed as inhibitors | 0.66% of 230,000 active | Q9Y468 | AID 485360 | AlphaScreen L3MBTL1–H3K9me1 peptide binding; also: nearly all actives have a fitted effect of over 60% in size
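First, the protein-peptide complex forms for 30 min at room temperature (L3MBTL1 50 nM, biotinylated H3K9me1 peptide 75 nM). Next, compounds are pin-transferred and incubated 30 min. Finally, AlphaScreen beads are added and read after 30 min.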
ALDH1A1 block: inhibitors of human aldehyde dehydrogenase 1A1. P00352. 7.3% of 220,000 active. Purified ALDH1A1, NADH fluorescence, propionaldehyde substrate. Potency, µM (series often up to 75.3 µM), for inactives: top-dose activity, negative = inhibition, usual class: inhibitors; active = well fitted inhibition curve with a large enough effect, not every such curve was filed as active; inconclusive = small, poorly fitted or top-dose-only effect, or another doubt; inactive = no such curve, though single readings can be large or run the other way;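 also: plate controls were no enzyme wells and a reference inhibitor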
Target sequence (P00352 whole entry, looked up): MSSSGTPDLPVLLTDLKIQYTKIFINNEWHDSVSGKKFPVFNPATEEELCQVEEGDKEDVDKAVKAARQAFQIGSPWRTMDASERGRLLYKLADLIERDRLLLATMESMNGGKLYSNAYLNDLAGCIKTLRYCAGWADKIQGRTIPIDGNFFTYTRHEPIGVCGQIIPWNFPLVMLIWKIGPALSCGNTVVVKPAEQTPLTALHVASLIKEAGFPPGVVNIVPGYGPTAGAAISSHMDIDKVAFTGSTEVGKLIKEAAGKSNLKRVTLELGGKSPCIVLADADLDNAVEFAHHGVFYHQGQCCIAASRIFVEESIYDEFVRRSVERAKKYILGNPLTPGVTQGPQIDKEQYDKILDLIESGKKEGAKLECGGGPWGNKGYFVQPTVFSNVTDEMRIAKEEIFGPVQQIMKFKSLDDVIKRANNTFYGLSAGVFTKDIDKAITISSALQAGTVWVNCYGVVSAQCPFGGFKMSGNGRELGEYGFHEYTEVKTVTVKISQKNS
aGal spleen mod: inhibits or activates alpha-galactosidase in human spleen homogenate. P06280. human spleen homogenate, 4MU-alpha-Gal fluorescence, 40 min. Potency, µM (series often up to 80 µM), inactives show at the highest dose activity change, negative = inhibition, actives largely listed as inhibitors. 0.008% of 240,000 active. AID 2107;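 also: 0% = enzyme with vehicle and -100% = no enzyme basal signal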
Target sequence (P06280 32-429 limits assumed): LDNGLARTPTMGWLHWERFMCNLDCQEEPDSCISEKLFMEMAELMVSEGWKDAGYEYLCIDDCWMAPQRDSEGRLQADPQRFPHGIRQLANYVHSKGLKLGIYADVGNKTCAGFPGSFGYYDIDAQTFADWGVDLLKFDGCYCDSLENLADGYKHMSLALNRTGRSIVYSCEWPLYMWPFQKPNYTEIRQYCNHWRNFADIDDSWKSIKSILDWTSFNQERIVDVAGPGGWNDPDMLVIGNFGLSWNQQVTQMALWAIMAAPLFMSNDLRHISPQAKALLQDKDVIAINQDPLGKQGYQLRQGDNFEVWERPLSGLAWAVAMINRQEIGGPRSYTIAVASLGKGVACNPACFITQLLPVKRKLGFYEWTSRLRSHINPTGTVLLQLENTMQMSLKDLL
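Spleen homogenate 1 ug + cpd (titration) + 4-MU-alpha-D-galactopyranoside 1 mM; 37C 40 min; 50 mM citrate/phosphate pH 5.0, 0.01% Tween-20; stop pH 10; fluorescence 365/440; AC50 via Hill.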
Tau ThT inhib: tau fibrillization inhibition (ThT binding); P10636; recombinant tau K18 P301L, heparin-induced fibrillization, ThT fluorescence; Potency, µM (highest dose often 57.4 µM), without a hit: top-dose activity, negative = inhibition, actives largely listed as inhibitors; 2.1% of 270,000 active; also: nearly all actives have a fitted effect of over 55% in size
Target sequence (P10636 561-689 P618L limits assumed): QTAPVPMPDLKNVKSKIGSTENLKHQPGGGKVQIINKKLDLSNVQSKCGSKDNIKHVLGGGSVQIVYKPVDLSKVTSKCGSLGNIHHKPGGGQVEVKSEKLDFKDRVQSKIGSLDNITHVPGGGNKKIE
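ThT emission at 510 nm, taken 1 hr after adding 30 uM dye, quantifies aggregates formed when 20 uM heparin acts on human tau K18 P301L for 6 hr at 37 C.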
TR SRC2 fluor cs: alters Texas Red total fluorescence, flagging assay interference; TRb/SRC2 Texas Red total fluorescence interference; Potency, µM (titrated, usually from 106 µM), for inactives: at the top dose fluorescence change, negative = quenching; 0.29% of 280,000 active; active = well fitted curve in either direction with a large enough effect; inconclusive = small, poorly fitted or top-dose-only effect
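Human TRβ ligand-binding domain (0.6 uM) and Texas Red SRC2 peptide (20 nM) in Tris buffer with 1 uM T3 and 5% DMSO were incubated with pinned compound for 5 hr at ambient temperature. Total fluorescence was computed as S + 2P (555/632 nm).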
TRb-SRC2 inh: disrupts binding of human TR beta to SRC2; TRbeta-SRC2 peptide binding, fluorescence polarization; receptor liganded with 1 µM T3; Potency, µM (doses to about 106 µM), for inactives: at the top dose activity change, negative = inhibition, hits mostly inhibitors; 0.065% of 280,000 active; AID 1469;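 also: plate controls were bound peptide for no effect and peptide without receptor for full effect; nearly all actives have a fitted effect of over 50% in size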
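Binding of a 20-amino-acid Texas Red SRC2 peptide (20 nM) to TRb ligand-binding domain (0.6 uM) with agonist T3 at 1 uM was followed by fluorescence polarization after a 5 hr room-temperature incubation.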
Tau fluor cs: counter-screen for tau fibril formation inhibitors. tau K18 P301L Alexa594 fluorescence, heparin fibrillization. Potency, µM (doses to about 57.7 µM), for the others: at the highest dose activity change, negative = decrease. 0.93% of 280,000 active. AID 1463; also: nearly all actives have a fitted effect of over 55% in size
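Human tau K18 P301L (15 uM unlabeled, 0.24 uM Alexa 594-labeled) in 100 mM sodium acetate pH 7 with 20 uM heparin, 6 hr at 37 C. ThT 30 uM added, 1 hr ambient; Alexa 594 FP and total fluorescence read at 555/632 nm.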
Tau fibril FP: blocks human tau fibril formation measured by polarization | Potency, µM (series often up to 57.7 µM), for the others: top-dose activity, negative = inhibition, usual class: inhibitors | P10636 | AID 1468 | 0.39% of 280,000 active | K18 P301L tau heparin fibrillization, Alexa594 FP, 6 h; also: nearly all actives have a fitted effect of over 55% in size
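Heparin (20 uM) drove fibril formation of recombinant tau K18 P301L, 15 uM unlabeled with 0.24 uM Alexa 594 label, for 6 hr at 37 C in 100 mM sodium acetate pH 7. Fluorescence polarization (555/632 nm) read 1 hr after 30 uM ThT.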
* marks the source's active call; other numbers are inactive results; ? = inconclusive; / = no result given; [ ] = dose if it differs, or a comment. Unless noted, calls follow the shape of the dose curve; as a rule, active = well fitted curve in the direction sought with a large enough effect; inconclusive = small, poorly fitted or top-dose-only effect, or another doubt; inactive = no such curve, though single readings can be large; an effect the other way counts as inactive or inconclusive. Unless noted, % is scaled to controls: 0 for no effect and ±100 for the full control effect; potency is read from the fitted curve at half-maximal effect.

SMILES	L3MBTL1 inh	ALDH1A1 block	aGal spleen mod	Tau ThT inhib	TR SRC2 fluor cs	TRb-SRC2 inh	Tau fluor cs	Tau fibril FP
O=C(CCCN1C(=O)/C(=C\c2ccco2)SC1=S)Nc1ccc2ccccc2c1	-13%	?	-9%	?	-16%	6%	?	-3%
O=C(c1cccc(F)c1)N1CCN(c2cccc(Cl)c2)CC1	2%	3%	-1%	-9%	3%	1%	-6%	5%
COC(=O)c1ccc(CSc2nnc3ccccn23)o1	-8%	-1%	-3%	-7%	0%	-9%	0%	5%
Cc1c(Cl)cccc1NC(=O)CC1Oc2ccccc2NC1=O (centres undefined)	/	/	/	4%	2%	-4%	-2%	-5%
O=C(NC(NC(=O)c1ccccc1)c1cccc([N+](=O)[O-])c1)c1ccccc1	0%	10%	-10%	5%	0%	-5%	0%	1%
COCCCn1c(SCC(=O)N2CC(=O)Nc3ccccc32)nnc1-c1ccoc1C	2%	-7%	2%	-13%	0%	-5%	-1%	-9%
Cc1ccccc1C(=O)Nc1nc2nc(C)c(C)c(=O)n2[nH]1	/	/	/	-7%	1%	-3%	-3%	2%
Cc1ccnc(NC(=O)C2CCN(S(=O)(=O)c3cccc4nonc34)CC2)c1	1%	?	-7%	-12%	-2%	-6%	-15%	-8%
CCNC(=O)c1c(NC(=O)c2cc(-c3cc(C)ccc3O)n[nH]2)sc2c1CCCC2	1%	6%	1%	-15%	-4%	-2%	-25%	4%
CC1CCN(C2=C(NS(=O)(=O)c3ccc(Cl)cc3)C(=O)c3ccccc3C2=O)CC1	16µM*	?	0%	?	0%	-1%	?	-7%
CCOc1ccc(-c2nc(CSCC(=O)NCCN3CCOCC3)c(C)o2)cc1	/	?	4%	-14%	1%	3%	-10%	3%
Cc1oc2nc(SCC(=O)NCCCO)nc(N)c2c1C	11%	4%	-2%	-7%	-4%	-9%	0%	-2%
O=C(Nc1ccc(F)cc1)C1CC(=O)n2c(nc3ccccc32)N1 (centres undefined)	0%	16%	6%	7%	5%	-4%	-5%	0%
Cc1ccc(-c2cc3c(n2-c2ccc(C)cc2)CC(C)(C)CC3=O)cc1	/	/	/	-18%	?	3%	-15%	-9%
CCOCCn1c(=NC(=O)c2ccc3c(c2)OCCO3)sc2cc(OCC)ccc21	/	/	/	?	-1%	-5%	-29%	-9%
CC1(C)OC(=O)C(=Cc2ccc(-c3ccc(Cl)c(C(=O)O)c3)o2)C(=O)O1	6.3µM*	?	-2%	-3%	-4%	2%	7%	-2%
CCCC(CCC)=NNC(=O)c1ccccc1F	/	?	-3%	-4%	-2%	-5%	-3%	-4%
CC(=O)NC1C(=O)N=C(SCC(=O)Nc2c(C)cccc2C)NC1=O (centres undefined)	9%	?	-1%	-3%	-2%	3%	3%	-4%
CC(C)(C)C1CCC(OCC(O)CN2CCN(c3ccccn3)CC2)CC1 (centres undefined)	1%	?	-1%	?	-2%	0%	1%	6%
CCOC(=O)C1=C(C)Nc2ccccc2N=C1NC(=O)CCCN1C(=O)c2ccccc2C1=O	0%	6%	6%	-7%	0%	5%	-6%	1%
CCOc1ccc(NC(=O)N(Cc2c[nH]c3ccccc23)C2CCCCCC2)cc1	/	/	/	4%	0%	2%	-10%	-3%
Cc1ccc(-c2cn3cccnc3n2)cc1NC(=O)Cc1ccccc1	/	/	/	1%	-2%	-1%	-7%	-4%
CCN1C=C(C(=O)OC)C(c2cccc(C)c2)C(C(=O)OC)=C1	29%	?	?	4%	3%	5%	-1%	1%
O=C(NCc1ccco1)c1ccc(COc2cccc3ccccc23)cc1	-5%	5%	0%	-14%	-1%	-7%	-27%	-12%
CC/C(=N/NC(=O)c1ccccc1)c1ccc(OCCN2CCOCC2)cc1	-3%	10µM*	7%	1%	-4%	-3%	-4%	4%
Cc1ccc2[nH]c(-c3ccc(F)cc3F)cc(=O)c2c1	/	?	-4%[119 µM]	-7%[81.4 µM]	?	-9%	-5%[81.3 µM]	8%[81.3 µM]
Cc1nn(Cc2ccccc2Cl)c2sc(C(=O)OC3CCCC3=O)cc12 (centres undefined)	-6%	8.9µM*	8%	-6%	2%	-5%	-14%	-20%
O=C1N(Cc2cccnc2)C[C@@H]2C[C@@H](c3ccc4nonc4c3)N3CCC[C@@]123	1%	-2%	6%	-12%	-2%[53 µM]	-2%[53 µM]	-6%	2%
CCCOc1ccccc1C(=O)Nc1nc2c(s1)CCCC2	/	/	/	-12%	9%	-11%	-12%	-4%
Cc1c(Br)c(C(N)=O)nn1C	/	3%	2%	-3%	0%	-1%	-2%	-5%
CC(C)Sc1nc2ccccc2n1CC(=O)O	-10%	?	5%	5%	2%	9%	-2%	4%
O=C(O)CC(NCc1ccco1)C(=O)OCCc1ccccc1 (centres undefined)	2%	7%	-4%	7%	-2%	3%	4%	1%
CCc1ccc(NC(=O)N2CCN(C(=O)c3nsc4ccccc34)CC2)cc1	/	/	/	-17%	-2%	-1%	-9%	3%
Cc1ccc(N2C(=O)C3C(C2=O)C(C(=O)c2ccc(Cl)cc2)N2CCCC32)cc1 (centres undefined)	/	?	0%	?	5%	-2%	-12%	0%
Cc1cc(C)cc(NC(=O)CSc2nnc(-c3ccccc3)n2N)c1	66%[activator]	-5%	9%	-5%	-1%	-26%	-11%	-4%
CS(=O)(=O)N(CCc1ccccc1)CC(=O)NCc1ccccn1	?	8%	10%	-2%	3%	3%	2%	2%
Cc1cccc(NC(=O)C(C)OC(=O)c2ccccc2NS(=O)(=O)c2cc(C)c(C)c([N+](=O)[O-])c2)c1 (centres undefined)	-12%	-1%	2%	-14%	0%	0%	?	7%
Cn1c(CO)cnc1S(=O)(=O)Cc1ccc([N+](=O)[O-])cc1	?	-10%	-1%	-17%	-2%	-2%	-9%	-3%
CCCCNC(=S)Nc1ccc2nc3n(c(=O)c2c1)CCCCC3	-1%	-14%	1%	2%	2%	-6%	-9%	2%
COc1ccc(-c2cn3nc(SCC(=O)Nc4ccccc4F)ccc3n2)cc1	/	/	/	9%	-2%	-1%	-17%	-12%

Part of the list above in order of length of the SMILES, largest number first:
SMILES	L3MBTL1 inh	ALDH1A1 block	aGal spleen mod	Tau ThT inhib	TR SRC2 fluor cs	TRb-SRC2 inh	Tau fluor cs	Tau fibril FP
O=C1N(Cc2cccnc2)C[C@@H]2C[C@@H](c3ccc4nonc4c3)N3CCC[C@@]123	1%	-2%	6%	-12%	-2%[53 µM]	-2%[53 µM]	-6%	2%
CC1CCN(C2=C(NS(=O)(=O)c3ccc(Cl)cc3)C(=O)c3ccccc3C2=O)CC1	16µM*	?	0%	?	0%	-1%	?	-7%
Cc1ccnc(NC(=O)C2CCN(S(=O)(=O)c3cccc4nonc34)CC2)c1	1%	?	-7%	-12%	-2%	-6%	-15%	-8%
CCOCCn1c(=NC(=O)c2ccc3c(c2)OCCO3)sc2cc(OCC)ccc21	/	/	/	?	-1%	-5%	-29%	-9%
CC/C(=N/NC(=O)c1ccccc1)c1ccc(OCCN2CCOCC2)cc1	-3%	10µM*	7%	1%	-4%	-3%	-4%	4%
CCN1C=C(C(=O)OC)C(c2cccc(C)c2)C(C(=O)OC)=C1	29%	?	?	4%	3%	5%	-1%	1%
O=C(NCc1ccco1)c1ccc(COc2cccc3ccccc23)cc1	-5%	5%	0%	-14%	-1%	-7%	-27%	-12%
CCCCNC(=S)Nc1ccc2nc3n(c(=O)c2c1)CCCCC3	-1%	-14%	1%	2%	2%	-6%	-9%	2%
Cc1c(Cl)cccc1NC(=O)CC1Oc2ccccc2NC1=O (centres undefined)	/	/	/	4%	2%	-4%	-2%	-5%
Cc1oc2nc(SCC(=O)NCCCO)nc(N)c2c1C	11%	4%	-2%	-7%	-4%	-9%	0%	-2%
COC(=O)c1ccc(CSc2nnc3ccccn23)o1	-8%	-1%	-3%	-7%	0%	-9%	0%	5%
CCCC(CCC)=NNC(=O)c1ccccc1F	/	?	-3%	-4%	-2%	-5%	-3%	-4%
Cc1c(Br)c(C(N)=O)nn1C	/	3%	2%	-3%	0%	-1%	-2%	-5%

The results go on:
SMILES	L3MBTL1 inh	ALDH1A1 block	aGal spleen mod	Tau ThT inhib	TR SRC2 fluor cs	TRb-SRC2 inh	Tau fluor cs	Tau fibril FP
COc1cccc(OCC(O)CN2CCN(c3ccccn3)CC2)c1 (centres undefined)	10%	6%	-7%	-18%	-2%	-3%	-5%	-5%
Cc1ccccc1C(=O)NC1CCN(Cc2nnnn2C2CCCC2)CC1	-4%	-7%	3%	0%	1%	-8%	9%	13%
CCOC(=O)CNC(=O)C(Cc1ccccc1)NS(=O)(=O)c1cccs1 (centres undefined)	7%	-2%	-8%	-9%	3%	-5%	-13%	-7%
C=CCn1c(SCC#N)nnc1-c1ccc2ncccc2c1	2%	/	-3%	-3%	-4%	1%	0%	3%
CCN(C(=O)Cc1cccs1)c1nnc(-c2cccnc2)s1	/	?	6%	-8%	1%	7%	-6%	?
Cn1cc(S(=O)(=O)N2CCCCC2)cc1C(=O)Nc1ccc(OC(F)(F)F)cc1	/	/	/	3%	4%	-6%	-9%	-7%
Cc1c(NS(C)(=O)=O)cccc1-c1nc2ccccc2s1	/	/	/	-13%	-48%	-3%	-10%	6%
Cc1nn(C)c(C)c1CN(C)C(=O)c1nn2c(c1Br)NC(c1cccs1)CC2C(F)(F)F (centres undefined)	-8%	-4%	5%	-8%	2%	2%	2%	4%
CCCCS(=O)(=O)NC1=NCN(Cc2ccco2)CN1	-7%	2%	9%	-6%	-2%	5%	-2%	3%
Cc1ccc(S(=O)(=O)NC(=O)Nc2ccccc2F)cc1	?	3%	7%	9%	-11%	-3%	8%	2%
COc1ccccc1NC(NC(=O)c1ccco1)C(=O)c1ccccc1 (centres undefined)	-1%	-13%	-3%	?	-11%	5%	-24%	-10%
Cc1nnc(NC(=O)c2cccc(S(=O)(=O)N3CCc4ccccc43)c2)s1	/	11%	-1%	-9%	-1%	-4%	-28%	5%
N#Cc1c(Nc2ccccc2)c(C=NCCN2CCOCC2)c[nH]c1=O	11%	-6%	8%	-7%	/	/	0%	0%
